Screens (PubChem BioAssay)
Wnt bcat act: Wnt/beta-catenin pathway activation | Wnt/beta-catenin reporter cell assay, activator, plate reader | activation, % at 9.35 µM | 300,000 tested, 1.2% active; in the data active means activation above about 30%, passing the limit was not always enough; inconclusive means no clear call, values can overlap the other calls;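 further: 0% = neutral control wells and 100% = positive control wells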
dFosB act: activators of mouse delta FosB homodimer; 340,000 tested, 0.99% active; P13346; activation, % at 25 µM; purified delta FosB, TAMRA-CDK5 oligo fluorescence polarization; percent of positive-control signal above neutral wells;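 active means mean activation above about 17%, with every replicate also reaching it, limit read from the data, passing the limit was not always enough; inconclusive means only one of the two conditions met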;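 further: fluorescence polarization rise as delta FosB binds a TAMRA Cdk5 AP-1 oligo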
SR-BI DiI inh: blocks mouse SR-BI lipid uptake from DiI-HDL; inhibition, % at 12.5 µM; AID 488896; ldlA[mSR-BI] CHO cells, DiI-HDL uptake fluorescence, 3 h; 320,000 tested, 0.96% active;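 active means mean replicate inhibition of at least 70% and a set share of replicates each scoring 70 or more; inconclusive means meets just one of the two criteria; inactive means fails both criteria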;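 further: 0% = median of neutral control wells and 100% = median of positive control wells; values of inactives mirror those of a sister screen read the other way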
Target sequence (Q61009 whole entry, looked up): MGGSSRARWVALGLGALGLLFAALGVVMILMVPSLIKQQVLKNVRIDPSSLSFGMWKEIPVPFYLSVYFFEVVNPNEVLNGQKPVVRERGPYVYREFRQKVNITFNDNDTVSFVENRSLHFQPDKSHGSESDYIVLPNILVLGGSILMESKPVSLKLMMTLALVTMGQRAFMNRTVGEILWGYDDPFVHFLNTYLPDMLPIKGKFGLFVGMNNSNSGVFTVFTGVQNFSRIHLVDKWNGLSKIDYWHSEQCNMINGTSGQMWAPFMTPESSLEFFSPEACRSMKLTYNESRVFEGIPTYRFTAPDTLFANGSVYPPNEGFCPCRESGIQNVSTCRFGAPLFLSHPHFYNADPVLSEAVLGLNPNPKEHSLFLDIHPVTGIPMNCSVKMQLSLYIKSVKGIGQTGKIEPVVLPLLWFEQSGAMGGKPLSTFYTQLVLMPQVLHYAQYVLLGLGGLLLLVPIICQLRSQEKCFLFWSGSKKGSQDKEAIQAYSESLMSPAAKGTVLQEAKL
HTR5A ag ctr: HTR5A agonism, opioid heterodimer counter-screen | HTR5A agonist assay, luminescence, cell-based | 340,000 tested, 0.61% active | activation, % at 9.3 µM | P47898; in the data active means activation mostly above about 9.5%, no sharp cut-off; inactive means mostly below about 7.6%;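 further: 0% = cells with vehicle only and 100% = reference agonist; strong numbers were not always called active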
Target sequence (P47898 whole entry, looked up): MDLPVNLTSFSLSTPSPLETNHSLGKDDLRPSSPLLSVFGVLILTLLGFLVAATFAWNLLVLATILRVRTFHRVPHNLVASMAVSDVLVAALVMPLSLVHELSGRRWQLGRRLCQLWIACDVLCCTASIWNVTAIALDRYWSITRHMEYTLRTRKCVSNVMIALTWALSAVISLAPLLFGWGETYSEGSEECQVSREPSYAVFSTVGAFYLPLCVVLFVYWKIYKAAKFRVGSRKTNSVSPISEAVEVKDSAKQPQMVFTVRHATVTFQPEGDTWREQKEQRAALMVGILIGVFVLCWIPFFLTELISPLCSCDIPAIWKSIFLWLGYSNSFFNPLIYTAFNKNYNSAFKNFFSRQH
NSD2 inh: blocks human histone methyltransferase NSD2 | O96028 | NSD2 peptide methylation, AlphaScreen, 120 min | inhibition, % at 12.5 µM | 310,000 tested, 0.54% active | AID 743445; in the data active means inhibition above about 50%
PvdQ inh: blocks Pseudomonas aeruginosa PvdQ acylase activity | purified PvdQ acylase, fluorescence plate reader | inhibition, % at 10 µM | 340,000 tested, 0.063% active; in the data active means inhibition above about 30%, passing the limit was not always enough; inconclusive means no clear call, values can overlap the other calls;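 further: 0% = vehicle neutral wells and 100% = reference inhibitor wells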
MITF TRPM1 HTS: increases MITF-driven TRPM1 promoter luciferase signal; SK-MEL-5 TRPM1-promoter luciferase, 24 h; % of positive control, neutral wells = 0; activation, % at 12.5 µM; 300,000 tested, 0.75% active;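 active means mean activation of at least 80% with every replicate also reaching 80%; inconclusive means mean reaches 80% but some replicate falls short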;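 further: 0% = neutral control wells and 100% = parthenolide positive control wells; values of inactives mirror those of a sister screen read the other way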
CDK5 p35 inh: blocks human CDK5/p35 kinase activity. Q00535+Q15078. Recombinant CDK5/p35, ADP-Glo luminescence, 60 min. 330,000 tested, 0.01% active. inhibition, % at 10 µM;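 active means highest replicate inhibition of at least 50% and at least 75% of replicates reaching 50%; inconclusive means only one of the two criteria met; inactive means both criteria failed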;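 further: plate controls were DMSO neutral control for no effect and GW8510 at 10 µM for full effect; many of its hits are not listed in these tables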
HTR5A inv ag: inverse agonist of human HTR5A in OPRM1-OPRD1 counter-screen. P47898. HTR5A cell line, luminescence, inverse agonism. inhibition, % at 9.3 µM. 340,000 tested, 0.083% active; in the data active means inhibition mostly above about 23%, no sharp cut-off; inactive means mostly below about 18%;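 further: 0% = cells with DMSO and 100% = no-cell wells with DMSO; some compounds called inactive have numbers as strong as hits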
V-ATPase pH: alters yeast V-ATPase proton transport; response, % at 10 µM; 350,000 tested, 0.37% active; S. cerevisiae, pHLuorin cytosolic pH fluorescence; in the data active means response mostly above about 7.3%, no sharp cut-off; inactive means mostly below about 5.4%; further: actives read high; inactives centre near 0; some compounds called inactive have numbers as strong as hits; reference of the scale not given here
An asterisk follows results filed as active; ? = inconclusive; · = not tested or not shown.

entry	molecule	HTR5A inv ag	Wnt bcat act	V-ATPase pH	HTR5A ag ctr	dFosB act	SR-BI DiI inh	NSD2 inh	CDK5 p35 inh	MITF TRPM1 HTS	PvdQ inh
1	COc1ccc(C(=O)Nc2oc(-c3ccccc3)c(-c3ccccc3)c2C#N)cc1	6	·	1	-3	-7	83*	1	-1.2	-6	6
2	COc1ccc(-c2cc(C(=O)NCc3cccs3)no2)cc1	21	?	4	1	15	·	·	-3.9	92*	-8
3	O=C(O)C1Cc2ccccc2CN1S(=O)(=O)c1ccccc1 (stereo not given)	-12	-2	2	4	-3	13	0	-9.3	10	2
4	CCOC(=O)[C@H]1[C@H]2COc3cc(OC)ccc3[C@@H]2N2C(=O)c3c(C)cc(C)cc3NC(=O)[C@@]12C	6	-2	-3	-2	1	65	·	-0.6	-10	1
5	Cc1ccc2c(c1)C1(C)C(C(C)(C)N2C=O)C1(Cl)Cl (stereo not given)	8	0	1	-3	2	-1	0	1.8	-4	10
6	O=C(COc1ccc(Cl)cc1)NCc1nnc(SCC(=O)c2ccccc2)o1	-15	-6	4	2	-8	9	-2	1.2	-2	-11
7	CCCCN(C(=O)Cc1coc2cc(C)c(C)cc12)c1c(N)n(Cc2ccccc2)c(=O)[nH]c1=O	9	4	1	-1	-2	45	4	-1.3	7	-8
8	O=C(CCNc1n[nH]c(=O)[nH]c1=O)N1CCCCC1	-8	·	-3	3	3	3	-2	1.1	·	3
9	CC(=O)c1c(C)[nH]c(C(=O)OCC(=O)Nc2cc(C(F)(F)F)ccc2N2CCOCC2)c1C	-20	0	4	7	5	72*	-1	1.1	-7	-10
10	O=C(Oc1ccc(-c2ccccc2)cc1)c1ccco1	-2	0	-3	1	?	-2	-2	3.0	27	-9
11	CNC(=O)c1sc(-c2cccs2)nc1C	-9	2	0	3	-3	-25	-8	0.3	15	-3
12	O=C(c1cn(-c2ccccc2)nc1-c1cccnc1)N1CCCCC1	-1	-1	-5	1	-11	6	-14	-0.8	·	2
13	COc1ccc(NC(=O)NCCC2=CCCCC2)cc1	-27	52*	0	10	1	-14	-2	-3.3	56	-16
14	CCN(CC)C(=O)CSc1nnc(-c2ccccn2)n1Cc1ccccc1	-15	-4	-1	4	-2	·	-1	-0.1	-8	10
15	Cc1cc(C)nc(NC(=O)CSc2nc3ccccc3o2)n1	7	·	6	3	-3	10	-1	-1.0	43	-12
16	O=C(NCC(=O)N(c1ccccc1F)C(C(=O)NC1CCCC1)c1cccnc1)c1ccco1 (stereo not given)	0	0	2	0	-2	·	-3	-1.5	-4	-4
17	CCCCN(CCCNC(=O)c1ccc(CS(=O)(=O)c2c(Cl)cccc2Cl)o1)Cc1ccccc1	0	1	0	-3	-10	19	1	1.3	7	-10
18	C=CCSc1nnc(-c2ccc([N+](=O)[O-])cc2)o1	7	6	4	-3	-4	2	2	0.0	34	20
19	COc1ccc(C(=O)Nc2ccccc2C(=O)NC(C(=O)NCc2ccco2)C(C)C)cc1 (stereo not given)	-1	2	-1	0	1	19	-2	2.2	-15	-11
20	OCCOc1ccc(CN2CCCC(N3CCN(c4ccc(F)cc4)CC3)C2)cc1 (stereo not given)	2	-1	3	-1	-4	-8	0	-3.4	7	0
21	CCOC(=O)c1[nH]c2ccc(OC)cc2c1NS(=O)(=O)c1ccc(Cl)s1	29	4	0	5	10	-24	-3	·	-1	-15
22	O=C(NCc1ccccn1)Nc1ccc(F)cc1F	12	2	-4	-3	3	-11	-2	1.0	19	5
23	C/C(CC(=O)Nc1ccc2c(c1)OCO2)=N\NC(=O)c1ccc(N)cc1	·	2	-4	·	-4	8	0	-0.5	·	0
24	COc1ccc(CCNC(=O)c2cc(-c3ccncc3)nc3c(Cl)cccc23)cc1OC	-79	-1	-3	-1	-13	53	0	0.7	-9	-16
25	Cc1cc(-c2nnc3n2N=C(C(C)(C)C)CS3)n[nH]1	-2	·	-1	1	-11	3	-1	0.3	·	-7
26	COc1cc(CNCc2ccccn2)ccc1OCc1c(Cl)cccc1Cl	16	2	1	-7	-15	65	6	-0.2	18	-6
27	COC(=O)C1=C(C(=O)c2ccc(C)cc2)C(c2ccc(O)c(OC)c2)n2nnnc2N1 (stereo not given)	-24	·	-3	-3	-7	-6	-1	0.1	13	-12
28	COc1ccc(CN(C)C(=O)c2cnc(OC)cc2C(F)(F)F)c(OC)c1	-10	0	-2	11	-6	44	-1	-1.6	-5	-16
29	Cc1cc(Br)ccc1NC(=O)CN(C)C(=O)C1=COCCO1	10	-2	-3	-2	-10	3	-2	2.6	4	-8
30	Cc1ccc(CNC(=O)c2sc3nc4c(c(C(F)(F)F)c3c2N)CCC4)cc1	-14	·	-3	4	-5	-48	·	-1.8	-6	-7

Full records as entered above. Screens in order: HTR5A inv ag	Wnt bcat act	V-ATPase pH	HTR5A ag ctr	dFosB act	SR-BI DiI inh	NSD2 inh	CDK5 p35 inh	MITF TRPM1 HTS	PvdQ inh
`COC(=O)C1=C(C(=O)c2ccc(C)cc2)C(c2ccc(O)c(OC)c2)n2nnnc2N1` (stereo not given) reads -24	·	-3	-3	-7	-6	-1	0.1	13	-12
`O=C(CCNc1n[nH]c(=O)[nH]c1=O)N1CCCCC1` reads -8	·	-3	3	3	3	-2	1.1	·	3
`CCCCN(CCCNC(=O)c1ccc(CS(=O)(=O)c2c(Cl)cccc2Cl)o1)Cc1ccccc1` reads 0	1	0	-3	-10	19	1	1.3	7	-10
`CCN(CC)C(=O)CSc1nnc(-c2ccccn2)n1Cc1ccccc1` reads -15	-4	-1	4	-2	·	-1	-0.1	-8	10
`C/C(CC(=O)Nc1ccc2c(c1)OCO2)=N\NC(=O)c1ccc(N)cc1` reads ·	2	-4	·	-4	8	0	-0.5	·	0

Three entries already listed, arranged by molecular weight, ascending:
entry	molecule	HTR5A inv ag	Wnt bcat act	V-ATPase pH	HTR5A ag ctr	dFosB act	SR-BI DiI inh	NSD2 inh	CDK5 p35 inh	MITF TRPM1 HTS	PvdQ inh
15	Cc1cc(C)nc(NC(=O)CSc2nc3ccccc3o2)n1	7	·	6	3	-3	10	-1	-1.0	43	-12
30	Cc1ccc(CNC(=O)c2sc3nc4c(c(C(F)(F)F)c3c2N)CCC4)cc1	-14	·	-3	4	-5	-48	·	-1.8	-6	-7
9	CC(=O)c1c(C)[nH]c(C(=O)OCC(=O)Nc2cc(C(F)(F)F)ccc2N2CCOCC2)c1C	-20	0	4	7	5	72*	-1	1.1	-7	-10

Other compounds follow.
entry	molecule	HTR5A inv ag	Wnt bcat act	V-ATPase pH	HTR5A ag ctr	dFosB act	SR-BI DiI inh	NSD2 inh	CDK5 p35 inh	MITF TRPM1 HTS	PvdQ inh
31	Cc1ccc(C(=O)NCCc2csc(-c3cccnc3)n2)cc1	-1	8	-2	-1	-4	-18	·	-1.1	20	-13
32	CCCN(CC(=O)Nc1ccc(C(N)=O)cc1)CC(=O)Nc1ccc(F)c(F)c1F	-2	-1	-2	0	5	15	5	0.8	-1	26
33	COCCNc1cc(C)nc2ccccc12	11	1	0	2	-3	-4	3	0.0	0	4
34	CC(=O)Nc1ccc(SCC(=O)c2cc(C)n(-c3ccccc3)c2C)cc1	12	-13	0	-4	-5	-17	1	-0.1	6	-3
35	CC1=C/C(=C(/c2ccc(O)c(C)c2)c2ccccc2S(=O)(=O)O)C=CC1=O	15	-5	1	-5	3	-25	32	-1.6	-1	28
36	CN(C(=O)c1cccc(NC(=O)Cc2ccc(NC(=O)C3CCCN(C(=O)CCc4ccccc4)C3)cc2)c1)C1CC1 (stereo not given)	-9	-1	0	2	-7	61	·	-1.2	-7	3
37	O=c1c(CN2CCN(c3cccc(Cl)c3)CC2)coc2c(Cl)cc(Cl)cc12	-2	-1	1	4	-3	-5	6	-3.4	4	-15
38	Cc1[nH]c(=O)[nH]c(=O)c1S(=O)(=O)Nc1ccc(Cl)c([N+](=O)[O-])c1	19	1	2	-5	3	9	-2	1.3	1	-13
39	COc1ccc([N+](=O)[O-])cc1NC(=O)CC(c1ccccc1)c1ccccc1	6	-2	1	-2	2	57	-3	0.3	-5	-4
40	C=CCNC(=O)/C(=C/c1cccc([N+](=O)[O-])c1)NC(=O)c1ccccc1	6	-2	0	-2	-3	-6	1	-1.1	0	-19
41	CCCCc1c(O)nc(SCC(=O)NCC2CCCO2)[nH]c1=O (stereo not given)	-1	-1	-1	0	3	5	-1	-1.4	6	-14
42	Cc1ccccc1Cn1c([N+](=O)[O-])cnc1C	-19	-4	-1	-1	-7	-12	-6	-1.7	-2	-4
43	CCC1(c2ccccc2)NC(=O)N(CC(=O)NNC(=O)CCN2CCN(c3ccccc3)CC2)C1=O (stereo not given)	-2	0	-6	1	4	-3	5	-0.1	4	1
44	Nc1cc(N2CCCCC2)c(Cl)cc1[N+](=O)[O-]	20	0	2	-8	-5	-1	7	1.1	6	-12
45	Cc1csc(NC(=O)c2ccc(COc3ccccc3)o2)n1	2	27	1	-1	-4	-1	2	0.5	48	-6
46	C=CC[C@H](CC(=O)NCCO)C(=O)N[C@H](COC(=O)[C@@H](CC=C)Cc1ccc(F)cc1)C(C)(C)C	-3	-1	-1	5	-9	-5	·	0.2	-3	-19
47	COc1ccccc1OCCC(=O)Nc1ccc2c(c1)OCO2	-11	-2	-6	-4	0	17	-2	0.4	12	-2
48	COc1cccc(C2/C(=C(/O)c3ccc4c(c3)CC(C)O4)C(=O)C(=O)N2CCCn2ccnc2)c1 (stereo not given)	-8	2	1	6	-8	3	·	0.4	14	6
49	Cc1ccc(NC(=O)c2cc(S(=O)(=O)N3CCCCC3)c[nH]2)cc1C	6	-6	-4	-2	?	35	·	-4.2	-2	-15
50	C/C(CC(=O)NC1CCCC1)=N\NC(=O)C1CCCCC1	3	-2	-3	-1	-4	-11	-2	-3.2	27	3
51	COc1ccc(NC(=O)C2CCCN(S(=O)(=O)c3cccnc3)C2)cc1OC (stereo not given)	-24	-1	11	0	-6	·	-2	0.4	-5	1
52	COc1ccc(C2(c3ccc(OC)cc3)NC(=O)N(CC(=O)N(C)c3ccccc3)C2=O)cc1	-2	-1	2	1	-5	-12	3	-1.8	-4	-13
53	CN1CCC(N(C)C(=O)c2cc(=O)c3ccccc3o2)CC1	-1	-1	-4	0	-6	-8	1	-1.2	3	1
54	COc1ccc(NS(=O)(=O)c2cccc(C(=O)N3CCCCCCC3)c2)cc1	2	-4	0	-2	-1	1	0	-4.2	-4	-12
55	Cc1csc(=NC(=O)c2ccccc2)n1CCO	4	2	3	3	2	-1	2	0.1	·	1
56	CC(=O)c1cnc2cc(-c3ccc(Cl)cc3)nn2c1C	21	-2	1	-9	-3	-10	-1	0.0	54	-11
